HGIII-sPLA2 inh = Blocks human group III sPLA2 activity | QFRET BODIPY PC-A2 liposome hydrolysis, fluorescence | AID 743126 | 370,000 tested, 0.56% active | inhibition, % at 12.2 µM;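 active = inhibition above mean plus 3 SD of compounds lying within the high and low control bounds, cut at about 19% in these data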;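 note: 0% = median of test compound wells and 100% = no enzyme DMSO wells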
DAX1 inh-1 = inhibitors of human orphan nuclear receptor DAX1 (NR0B1) | P51843 | HEK293 Gal4-DAX1 luciferase reporter, luminescence | inhibition, % at 6.75 µM | 340,000 tested, 0.99% active | AID 504766;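 active = inhibition above the mean over all tested compounds plus 3 SD, cut at about 4.2% in these data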;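 note: 0% = DAX1-transfected cells with DMSO and 100% = empty-vector control cells with DMSO; inhibition shows as a rise in luminescence from relieved DAX1 repression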
hgDAF12 agonist = agonists of H. glycines DAF-12 nuclear receptor | HEK293 GAL4-hgDAF12 UAS-luciferase reporter, agonist luminescence; normalized to butyrate control | activation, % at 6.8 µM | 370,000 tested, 1.8% active;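 active = activation above a cutoff set at the mean of all screened compounds plus 3 SD, cut at about 10% in these data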;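 note: 0% = DMSO wells and 100% = sodium butyrate wells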
PLC-gamma1 inh = blocks human PLC-gamma1 enzyme activity. purified PLC-gamma1, fluorogenic substrate, fluorescence. inhibition, % at 12.2 µM. 370,000 tested, 0.84% active; in the data active = inhibition above about 9.5%
ADAM10 inh = inhibitors of human ADAM10; inhibition, % at 7 µM; recombinant ADAM10, EDANS/DABCYL FRET peptide cleavage, 3 h; 370,000 tested, 0.62% active; AID 720582; O14672;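 active = inhibition above a per-campaign cutoff equal to the mean of compounds falling between control-based bounds plus 3 SD, cut at about 20% in these data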;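 note: 0% = DMSO wells while the 100% control is not disclosed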
ssDAF-12 act = activators of S. stercoralis DAF-12 nuclear receptor; AID 652126; 370,000 tested, 1% active; HEK293 ssDAF-12/GRIP1 lit1-tk-luc reporter, luminescence; % of 3 µM dafachronic acid response; activation, % at 6.8 µM;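 active = activation above the mean over all tested compounds plus 3 SD, cut at about 0.9% in these data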;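 note: 0% = DMSO-only wells and 100% = 3 µM delta7-dafachronic acid wells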
GAA850 FXN act = increases GAA850 frataxin promoter reporter activity. HEK293 lucGAA850 FXN promoter luciferase reporter, 24 h; percent of 10 µM SAHA response. activation, % at 6 µM. 360,000 tested, 0.56% active. AID 540364;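 active = activation above the average of all compounds screened plus 3 SD, cutoff fixed separately per campaign, cut at about 7.5% in these data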;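 note: 0% = DMSO wells and 100% = 10 µM SAHA wells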
ADAM17 inh = inhibits human ADAM17; recombinant ADAM17, EDANS/DABCYL FRET peptide cleavage; 370,000 tested, 0.83% active; inhibition, % at 6.95 µM; P78536;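 active = inhibition above the mean of compounds lying between control limits plus 3 SD, set per campaign, cut at about 8.5% in these data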;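 note: 0% = DMSO-only wells as the low control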
DAX1 inh-2 = inhibitors of DAX1 repression of SF-1 activated StAR promoter; inhibition, % at 6.8 µM; 370,000 tested, 1.1% active; HEK293T StAR-luciferase reporter, SF-1/DAX-1 repression relief; AID 652010;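 active = inhibition above the mean over all tested compounds plus 3 SD, cut at about 3.6% in these data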;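 note: 0% = DAX-1 cells with DMSO and 100% = cells lacking DAX-1 with DMSO; higher inhibition means more luminescence from relief of DAX-1 repression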
PLC-beta3 inh = inhibitors of human phospholipase C beta3; Q01970; Purified PLC-beta3, fluorogenic substrate, fluorescence; inhibition, % at 12.2 µM; 370,000 tested, 0.18% active; AID 720704; in the data active = inhibition above about 11%;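 note: 0% = median of compound wells on plate and 100% = full blocker control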
Target sequence (Q01970 whole entry, looked up): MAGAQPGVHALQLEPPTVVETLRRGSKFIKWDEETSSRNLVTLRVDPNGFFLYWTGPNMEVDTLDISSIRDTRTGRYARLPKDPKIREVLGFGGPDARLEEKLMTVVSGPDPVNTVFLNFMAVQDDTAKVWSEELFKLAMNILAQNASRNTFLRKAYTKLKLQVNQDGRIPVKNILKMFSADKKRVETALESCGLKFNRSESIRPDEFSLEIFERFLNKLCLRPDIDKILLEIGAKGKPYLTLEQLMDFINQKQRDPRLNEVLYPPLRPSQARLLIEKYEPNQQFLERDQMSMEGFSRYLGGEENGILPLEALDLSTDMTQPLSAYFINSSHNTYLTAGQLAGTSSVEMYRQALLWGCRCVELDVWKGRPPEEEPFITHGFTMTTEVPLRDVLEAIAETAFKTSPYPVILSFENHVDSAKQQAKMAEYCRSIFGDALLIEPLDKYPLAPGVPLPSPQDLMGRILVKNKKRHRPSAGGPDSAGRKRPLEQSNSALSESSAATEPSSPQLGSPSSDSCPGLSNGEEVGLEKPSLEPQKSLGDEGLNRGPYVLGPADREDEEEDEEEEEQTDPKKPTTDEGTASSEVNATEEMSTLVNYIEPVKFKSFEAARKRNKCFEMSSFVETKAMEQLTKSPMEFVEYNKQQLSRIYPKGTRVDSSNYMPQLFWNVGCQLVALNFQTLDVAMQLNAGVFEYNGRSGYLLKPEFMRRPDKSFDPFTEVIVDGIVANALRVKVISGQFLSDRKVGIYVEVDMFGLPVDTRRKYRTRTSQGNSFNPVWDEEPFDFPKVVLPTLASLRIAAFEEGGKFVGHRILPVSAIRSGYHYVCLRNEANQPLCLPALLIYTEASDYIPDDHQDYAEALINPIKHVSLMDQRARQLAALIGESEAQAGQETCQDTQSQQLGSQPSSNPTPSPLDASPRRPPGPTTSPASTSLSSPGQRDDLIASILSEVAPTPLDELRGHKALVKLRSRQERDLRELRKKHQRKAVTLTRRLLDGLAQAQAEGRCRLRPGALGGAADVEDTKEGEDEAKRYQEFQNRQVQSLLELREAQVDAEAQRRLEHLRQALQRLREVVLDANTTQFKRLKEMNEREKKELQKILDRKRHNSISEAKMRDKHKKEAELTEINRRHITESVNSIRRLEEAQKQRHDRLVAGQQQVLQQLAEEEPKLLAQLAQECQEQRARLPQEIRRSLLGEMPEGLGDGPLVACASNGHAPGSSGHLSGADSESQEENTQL
hcDAF-12 act = H. contortus DAF-12 activation, primary screen | HEK293 hcDAF-12 lit1-tk-luc reporter, luminescence; 0% DMSO, 100% Δ7-dafachronic acid | activation, % at 6.8 µM | 370,000 tested, 1.4% active | AID 652067;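 active = activation above the mean of all tested compounds plus 3 SD, cut at about 5.5% in these data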;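 note: 100% = response to 3 µM Δ7-dafachronic acid high control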
* = called active by the depositor; · = not tested or not shown.

SMILES	HGIII-sPLA2 inh	DAX1 inh-1	hgDAF12 agonist	PLC-gamma1 inh	ADAM10 inh	ssDAF-12 act	GAA850 FXN act	ADAM17 inh	DAX1 inh-2	PLC-beta3 inh	hcDAF-12 act
COc1ccc(C(=O)Nc2ccc(CN3CCS(=O)(=O)CC3)cc2)cc1	-4	4.4*	-1.0	4	6	-2.3	1.6	1	0.8	-2	-0.4
COc1ccc(C(CC(=O)NC(C)c2ccc(-c3ccccc3)cc2)NC(C)=O)cc1 (stereo unspecified)	-3	0.1	-1.4	2	11	-1.0	-1.3	0	-0.2	0	1.4
NC(=S)N=Nc1c(O)[nH]c2cc(F)c(F)cc12	1	-0.9	2.3	7	2	-0.8	1.5	1	-0.2	4	-2.2
COc1ccc(S(=O)(=O)n2nc(OC(=O)c3cccs3)cc2N)cc1	5	0.9	0.0	1	-5	-0.8	2.2	0	0.1	-1	0.2
O=C(NCc1cccnc1)c1ccc(Cl)c(S(=O)(=O)N2CCCCCC2)c1	0	-1.4	-2.6	5	-1	-1.4	-0.3	2	-0.9	0	-2.3
CCCOc1ccc(C(=O)Nc2ccc3c(c2)OCO3)cc1	-1	1.2	7.5	-1	-2	-0.3	2.1	-1	10*	-6	1.6
Cc1cccc2c1NC(=O)C21OCC(CO)([N+](=O)[O-])CO1 (stereo unspecified)	-9	-0.5	3.9	1	0	-0.8	2.1	-1	-0.3	-5	-0.9
CCOCc1cnc(C)nc1NCC(=O)c1c(C)[nH]c2ccccc12	8	-0.9	-0.9	-2	0	-0.9	0.4	-1	-0.5	-2	1.1
O=C(NCc1nnc(SCc2ccccc2)n1-c1ccccc1)C12CC3CC(CC(C3)C1)C2	12	-0.2	0.2	4	-2	-0.4	1.3	-4	-1.1	-1	-3.0
Cc1ccc(CNC(=O)C2CNc3cc(C)ccc3O2)cc1 (stereo unspecified)	5	0.6	-1.1	2	-5	-1.4	-0.3	-3	0.2	-1	-1.1
Oc1ccc(Cn2ccnc2)c2cccnc12	-7	-0.5	-1.5	1	-2	-1.0	2.7	-1	-0.7	-1	-2.4
CC(=O)OCC12COC3c4ccccc4OC(C)(CC1C)C3C2C (stereo unspecified)	-6	0.2	1.6	1	4	-1.4	-0.6	2	-0.3	-2	-1.7
O=C(CSC1=NS(=O)(=O)c2cc(Cl)ccc2N1)Nc1ccccc1F	-52	-1.0	2.9	1	7	-0.7	1.3	-3	0.3	-9	-1.8
O=C(NC1CCCCN(Cc2ccc(Cl)cc2)C1=O)c1ccc(-c2ccccc2)cc1 (stereo unspecified)	-10	·	-4.2	1	16	-1.7	·	3	-2.8	1	-5.5
CCCCN(C)CCC(=O)Nc1ccc(F)c(F)c1	0	1.1	0.9	4	-2	-0.3	1.6	0	-0.2	2	4.8
COc1ccc(-c2nnnn2C)cc1S(=O)(=O)Nc1ccc(C)cc1C	-2	1.5	-1.3	6	13	-0.8	1.1	-1	0.9	-2	1.1
Cc1cc(C)c(NC(=O)Cn2c([N+](=O)[O-])cnc2C)c(C)c1	-1	0.0	0.1	-2	0	-1.0	-3.2	-3	0.2	3	-0.8
O=C(CS(=O)(=O)c1ccccc1)N1CCN(c2ccccc2)CC1	1	1.1	2.2	1	-10	-0.1	0.9	-3	2.9	-5	-0.9
COC(=O)c1ccc(NC(=S)NC(=O)c2c(-c3ccccc3)noc2C)cc1	3	-0.4	0.7	6	2	-1.8	1.9	2	-0.8	-3	-1.1
O=C(COc1ccc2c3c(c(=O)oc2c1)CCCC3)NCCCn1ccnc1	-1	0.0	0.1	-11	-124	-0.9	0.6	-38	-3.3	-25	-0.6
COc1ccc(C(=O)OCC(=O)Nc2ccc(OC)c(S(=O)(=O)N3CCCCC3)c2)cc1[N+](=O)[O-]	-16	2.8	-2.5	0	8	-1.2	-1.2	-1	1.6	2	1.5
CC1CC(OCC(O)C[N+]2(C)CCOCC2)CC(C)(C)C1 (stereo unspecified)	3	1.9	2.6	0	-1	-1.7	1.4	-2	0.2	-2	0.3
COc1ccc(N/C(=N/c2nc(C)cc(C)n2)NC(=O)Nc2ccc(Cl)c(Cl)c2)c(OC)c1	8	-1.3	-0.4	0	-2	-0.8	-2.8	-2	-0.5	-1	2.5
Cc1ccc2nc(Cl)c(C#N)cc2c1	2	0.1	1.2	2	1	-1.2	0.7	-5	-1.0	-4	-2.0
O=C(/C=C/c1c(Cl)nc2ccccn12)N1CCCCC1	5	-0.4	1.2	0	-9	-1.6	6.5	-6	1.6	-2	0.3

Reformatted field by field: entries from further up
O=C(/C=C/c1c(Cl)nc2ccccn12)N1CCCCC1
  HGIII-sPLA2 inh = 5 | DAX1 inh-1 = -0.4 | hgDAF12 agonist = 1.2 | PLC-gamma1 inh = 0 | ADAM10 inh = -9 | ssDAF-12 act = -1.6 | GAA850 FXN act = 6.5 | ADAM17 inh = -6 | DAX1 inh-2 = 1.6 | PLC-beta3 inh = -2 | hcDAF-12 act = 0.3
CC(=O)OCC12COC3c4ccccc4OC(C)(CC1C)C3C2C (stereo unspecified)
  HGIII-sPLA2 inh = -6 | DAX1 inh-1 = 0.2 | hgDAF12 agonist = 1.6 | PLC-gamma1 inh = 1 | ADAM10 inh = 4 | ssDAF-12 act = -1.4 | GAA850 FXN act = -0.6 | ADAM17 inh = 2 | DAX1 inh-2 = -0.3 | PLC-beta3 inh = -2 | hcDAF-12 act = -1.7
Oc1ccc(Cn2ccnc2)c2cccnc12
  HGIII-sPLA2 inh = -7 | DAX1 inh-1 = -0.5 | hgDAF12 agonist = -1.5 | PLC-gamma1 inh = 1 | ADAM10 inh = -2 | ssDAF-12 act = -1.0 | GAA850 FXN act = 2.7 | ADAM17 inh = -1 | DAX1 inh-2 = -0.7 | PLC-beta3 inh = -1 | hcDAF-12 act = -2.4

(continued)
SMILES	HGIII-sPLA2 inh	DAX1 inh-1	hgDAF12 agonist	PLC-gamma1 inh	ADAM10 inh	ssDAF-12 act	GAA850 FXN act	ADAM17 inh	DAX1 inh-2	PLC-beta3 inh	hcDAF-12 act
CNC(=O)COc1coc(CN2CCN(c3ccccc3OC)CC2)cc1=O	3	-0.1	-2.0	0	-2	-0.8	0.0	-4	-0.1	-5	0.6
CC(C)CNC(=O)c1cc(-c2ccc3c(c2)OCO3)on1	3	2.9	8.6	0	-7	-0.2	3.1	-2	3.0	-5	3.3
Cc1ccc(OCC(=O)NNC(=O)c2ccc3c(=O)n4c(nc3c2)CCC4)cc1	-8	3.6	1.4	-13	-37	-0.2	-0.8	-10	3.3	-10	0.3
O=S(=O)(c1ccc2ccccc2c1)N1CCN(C2CCN(Cc3ccccc3)CC2)CC1	-17	-1.0	-1.7	6	5	-1.8	-0.4	3	-0.8	5	-2.2
CCOc1cc(/C=C/c2ccc3cccc([N+](=O)[O-])c3n2)cc(Cl)c1O	-8	-0.8	-1.7	8	25*	-0.5	5.0	15*	-0.5	9	0.1
COc1cc2c(cc1OC)C(c1cc(OC)c(OC)cc1[N+](=O)[O-])N(C(C)=O)CC2 (stereo unspecified)	2	2.6	-1.9	3	-4	-1.1	1.3	-5	-0.4	-7	-2.0
O=S(=O)(Nc1ccc2c(c1)OCCO2)c1cnc[nH]1	1	1.3	-1.8	-2	-5	-1.1	-3.3	-3	-0.9	1	-1.2
Cc1c(C)[n+](=O)c(-c2cccs2)c(C)n1[O-]	6	0.4	-1.0	-2	-3	-0.7	0.5	-5	-0.1	0	-0.5
CC(=O)Nc1c(O)[nH]c2ccccc12	4	-0.2	0.9	-2	-7	-0.9	-0.7	-2	-0.1	-1	0.8
O=C(N/N=C/c1coc2ccccc2c1=O)c1cn(-c2ccccc2)nc1-c1ccccc1	-6	-1.0	3.8	-2	1	-1.0	0.8	-2	0.3	0	-0.3
Cn1nc(-c2ccccc2)cc1NS(=O)(=O)c1ccccc1	-9	1.4	1.1	0	4	-2.2	-0.9	0	0.0	-6	-0.6
Cc1ccc2nc(C)cc(N/N=C/c3ccccc3O)c2c1	4	2.1	-0.3	-63	-276	-0.7	3.7	-112	0.1	-92	0.2
Cc1[nH][nH]c(=O)c1/C=N/N1CCOCC1	-1	-0.8	-4.2	1	-2	-0.5	-0.2	2	1.5	2	-0.3
CC(=O)Nc1ccc(/C=N/NC(=O)c2cc3ccccc3nc2C)cc1	-2	-0.1	-0.9	-8	4	0.0	4.3	3	-0.3	-12	-0.3
N#Cc1ccc(Cn2ccc3ccc(-c4ccc5ccn(C(=O)C6CC6)c5c4)cc32)cc1	-3	·	2.1	-131	-40	-1.7	·	-10	-0.2	-174	0.6
CCCCCC(O)c1cccc(OCc2ccc3ccccc3n2)c1 (stereo unspecified)	-19	-0.9	-3.2	4	15	-0.5	1.9	7	-1.5	-5	1.8
OCCN(Cc1ccccc1)CC1CC=CCC1 (stereo unspecified)	0	1.3	-0.9	2	-4	-1.5	-0.8	-5	-0.1	3	0.1
O=S(=O)(c1ccc(Br)cc1)c1nc(-c2ccco2)oc1NCCCn1ccnc1	-12	-0.8	3.0	-6	-10	-0.5	-1.2	-4	0.8	-14	-2.6
COc1ccc(-n2nnnc2C(CCc2ccccc2)N2CCN(C/C=C/c3ccccc3)CC2)cc1 (stereo unspecified)	-18	·	1.1	-1	6	-0.8	·	6	-0.6	-4	-0.2
CCCN(CC(=O)Nc1ccccc1C)C(=O)c1nn(CC)c(=O)c2ccccc12	15	1.5	-1.9	1	-15	-1.9	1.4	2	0.5	-5	0.7
Cc1ccccc1C(=O)N1CCN(c2ccc(NC(=O)c3ccc([N+](=O)[O-])o3)cc2)CC1	2	-1.0	3.4	2	9	-1.2	1.3	1	-0.9	-4	0.9
NS(=O)(=O)c1ccc(NC(=O)CSc2nnc(Cc3cccs3)n2-c2ccccc2)cc1	-9	0.9	-1.2	2	-1	-1.3	-1.7	-5	-0.1	2	-2.2
N#C/C(=C\c1ccc(F)c(Cl)c1)S(=O)(=O)c1ccccn1	1	0.2	3.1	-6	-4	-1.4	-0.1	-5	-0.3	-10	2.2
O=C(c1cc2c(cc1Br)OCCCO2)N1CCCCC1	7	0.5	-0.8	-2	-10	-0.9	1.2	-2	-0.1	5	-1.2
CN(C)C(=O)COC(=O)c1ccccc1NC(=O)c1ccco1	2	1.7	-0.2	-4	-11	-1.1	1.8	-5	-0.4	0	-0.9
O=C1NC(Cc2ccc(O)cc2)c2nc3ccccc3c(=O)n2-c2ncccc21 (stereo unspecified)	-1	0.3	-1.4	-1	-12	-0.6	0.9	-2	-0.1	1	1.1
CN1CCN(CCCNC(=O)c2cn(C3CCCCC3)c(=O)c3c2c2ccccc2n3C)CC1	4	-0.6	-0.4	-6	-201	-1.0	1.6	-66	-1.0	-8	0.2
CS(=O)(=O)N1CC(C(=O)O)Oc2ccc(CC(=O)O)cc21 (stereo unspecified)	9	1.4	2.0	3	-5	-0.9	1.9	-4	0.1	2	-0.3
COc1ccccc1-c1nc2c3ccccc3nc(=S)n2[nH]1	12	-1.0	0.6	4	7	-0.6	1.9	0	-0.3	-3	5.5

Source: PubChem
